From PubChem BioAssay
HTR5A inv ag: HTR5A inverse agonists in luminescence cell assay, primary screen, counter-screen for OPRM1-OPRD1 heterodimer inverse agonist project, full-deck HTS; 5-hydroxytryptamine receptor 5A (Homo sapiens), P47898; HTR5A cell line, inverse agonism; inhibition, % at 9.3 µM; actives 0.083% (n = 340,000); AID 504634, 2011; in the data active means inhibition mostly above about 23%, no sharp cut-off; inactive means mostly below about 18%;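 further: 0% = cells with DMSO and 100% = no-cell wells with DMSO; some compounds called inactive have numbers as strong as hits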
Target sequence (P47898 whole entry, looked up): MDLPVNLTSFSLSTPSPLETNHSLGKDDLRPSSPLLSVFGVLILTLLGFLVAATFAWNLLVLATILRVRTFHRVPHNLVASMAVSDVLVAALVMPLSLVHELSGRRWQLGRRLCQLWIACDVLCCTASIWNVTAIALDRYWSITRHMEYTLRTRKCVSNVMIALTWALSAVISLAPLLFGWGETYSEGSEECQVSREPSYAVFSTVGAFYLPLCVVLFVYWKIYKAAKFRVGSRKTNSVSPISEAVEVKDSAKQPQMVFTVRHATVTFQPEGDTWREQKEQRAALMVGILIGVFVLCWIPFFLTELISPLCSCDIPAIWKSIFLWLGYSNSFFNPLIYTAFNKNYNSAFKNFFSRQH
V-ATPase pH: regulators of yeast V-ATPase proton pumping, primary screen, pHLuorin cytosolic pH fluorescence. response, % at 10 µM. S. cerevisiae. AID 504577, 2011. actives 0.37% (n = 350,000); in the data active means response mostly above about 7.3%, no sharp cut-off; inactive means mostly below about 5.4%; further: actives read high; inactives centre near 0; some compounds called inactive have numbers as strong as hits; reference of the scale not given here
LANA DNA inh: inhibitors of KSHV C-LANA binding to DNA, primary screen, biochemical, fluorescence polarization, FAM-LBS DNA, MBP-C-LANA, single point; Kaposi's sarcoma herpesvirus LANA C-terminal domain (residues 932-1162) DNA binding; inhibition, % at 9 µM; AID 504423, 2011; actives 0.078% (n = 340,000);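 active means highest replicate inhibition at or above 60% at 9 µM, even if other replicates fall short; inactive means all replicates below 60% inhibition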;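 further: 0% = neutral control wells and 100% = 4 µM acridine orange control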
OPRM1-OPRD1 inv: inverse agonists of MOR-DOR heterodimerization, primary screen, cell-based, luminescence; Mu-type opioid receptor (Homo sapiens) + Delta-type opioid receptor (Homo sapiens), …; cell-based MOR-DOR heterodimer luminescence, inverse agonism; inhibition, % at 9.3 µM; actives 0.21% (n = 340,000); AID 504357, 2011; in the data active means inhibition above about 22%, passing the limit was not always enough;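 further: 0% = cells with DMSO and 100% = wells without cells with DMSO; values of inactives mirror those of a sister screen read the other way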
Cardiac RTF inh: cardiac RTF calcium sensitivity inhibitors, primary screen, biochemical, IANBD-TnC fluorescence, EC70 calcium; Troponin I, cardiac muscle (Homo sapiens) + Troponin T, cardiac muscle (Homo sapiens) + …; actives 0.12% (n = 340,000); IANBD-labeled cardiac RTF, Ca2+ fluorescence; inhibition, % at 7.15 µM;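 active means inhibition above the mean inhibition of all tested compounds plus 3 SD, cut at about 17% in these data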;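 further: assay run at fixed EC70 calcium of 1.6 mM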
Keap1 Nrf2 FP: Keap1-Nrf2 protein-protein interaction inhibitors, primary screen, biochemical, fluorescence polarization, single point; Kelch-like ECH-associated protein 1 (Homo sapiens), Q14145; Keap1 Kelch-Nrf2 peptide fluorescence polarization, 1536-well; actives 0.15% (n = 340,000); AID 504523, 2011; inhibition, % at 9.4 µM; in the data active means inhibition above about 12%;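 further: human Keap1 Kelch domain with fluorescein labeled Nrf2 9mer peptide probe; 0% = neutral control wells and 100% = peptide positive control; higher means more block of Keap1 binding to Nrf2 peptide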
Target sequence (Q14145 whole entry, looked up, the tested form may be a part): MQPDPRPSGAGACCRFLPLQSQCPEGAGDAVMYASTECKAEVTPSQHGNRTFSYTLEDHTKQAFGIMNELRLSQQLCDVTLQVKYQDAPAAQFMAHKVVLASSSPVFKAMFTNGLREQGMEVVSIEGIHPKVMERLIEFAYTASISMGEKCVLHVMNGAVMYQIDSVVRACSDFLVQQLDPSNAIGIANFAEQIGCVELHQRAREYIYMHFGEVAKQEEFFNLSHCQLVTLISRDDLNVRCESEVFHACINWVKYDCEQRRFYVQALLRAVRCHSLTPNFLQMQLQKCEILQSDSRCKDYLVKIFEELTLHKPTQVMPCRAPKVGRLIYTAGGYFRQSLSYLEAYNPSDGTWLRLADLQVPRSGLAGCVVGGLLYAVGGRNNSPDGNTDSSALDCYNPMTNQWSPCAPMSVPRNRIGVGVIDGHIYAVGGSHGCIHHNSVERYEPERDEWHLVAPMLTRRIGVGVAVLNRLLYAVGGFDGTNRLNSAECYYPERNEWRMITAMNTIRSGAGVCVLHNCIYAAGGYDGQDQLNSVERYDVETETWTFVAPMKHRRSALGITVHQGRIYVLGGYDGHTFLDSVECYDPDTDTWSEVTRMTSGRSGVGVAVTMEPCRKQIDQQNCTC
HTR5A ag: HTR5A agonists in luminescence cell assay, primary screen, counter-screen for OPRM1-OPRD1 heterodimer agonist project, full-deck HTS; activation, % at 9.3 µM; 5-hydroxytryptamine receptor 5A (Homo sapiens), P47898; actives 0.61% (n = 340,000); cell-based; AID 504692, 2011; in the data active means activation mostly above about 9.5%, no sharp cut-off; inactive means mostly below about 7.6%;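 further: 0% = cells with vehicle only and 100% = reference agonist; strong numbers were not always called active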
OPRM1-OPRD1 ag: agonists of OPRM1-OPRD1 heterodimerization, primary screen, cell-based, luminescence | Mu-type opioid receptor (Homo sapiens) + Delta-type opioid receptor (Homo sapiens), … | cells | activation, % at 9.3 µM | actives 0.3% (n = 340,000) | AID 504326, 2011; in the data active means activation above about 18%;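 further: 0% = vehicle-treated cells and 100% = reference agonist; values of inactives mirror those of a sister screen read the other way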
RTF Ca sens act: cardiac RTF calcium sensitivity activators, primary screen, biochemical, IANBD-TnC fluorescence, EC20 calcium; Troponin I, cardiac muscle (Homo sapiens) + Troponin T, cardiac muscle (Homo sapiens) + …; IANBD-labeled TnC RTF fluorescence at EC20 calcium; 0% EC20 calcium, 100% full calcium; activation, % at 7.2 µM; actives 0.24% (n = 340,000);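 active means activation above the mean over all tested compounds plus 3 SD, cut at about 30% in these data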;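 further: rise in fluorescence read as greater calcium sensitivity of cardiac thin filaments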
CAL-PDZ inh HTS: untagged CAL PDZ binding inhibitors, primary screen, biochemical, fluorescence polarization, HTS; inhibition, % at 24.9 µM; actives 0.92% (n = 300,000); AID 602252, 2012; Golgi-associated PDZ and coiled-coil motif-containing protein (Homo sapiens), Q9HD26; purified CAL PDZ, TMR-peptide fluorescence polarization, 1 h;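 active means mean inhibition of at least 30% with at least half of replicates also reaching 30%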;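 further: 0% = DMSO neutral control and 100% = excess unlabeled competitor peptide PRC23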
The depositor's hits bear a star; / = no result given; & = joins results of further samples. The list is partial. The share of hits here may be higher or lower than overall.

1) CC(=O)C1C2c3ccccc3OC1(C)N=c1s/c(=C/c3cnn(C)c3)c(=O)n12 (stereo not given)
2) Oc1cc2c(cc1CN1CCN(c3ccccc3)CC1)CCC2
3) COc1ccc(-c2cc(=NCC(=O)O)c3ccccc3o2)cc1
4) COc1ccc(N=C(C)c2c(O)n(C3CCCCC3)c(=O)[nH]c2=O)c(OC)c1
5) CC(=NCCCN1CCCCC1)c1c(O)n(Cc2ccccc2)c(=O)[nH]c1=O
6) C[C@]12CC[C@@H](O)CC1=CC(=O)C1C2CC[C@]2(C)C(=O)CCC12 (stereo not given in full)
7) COC1/C=C/C=C(\C)Cc2cc(O)c(Cl)c(c2)N(C)C(=O)CC(OC(=O)C(C)C)C2(C)OC2C(C)C2CC1(O)NC(=O)O2 (stereo not given)
8) CC(C)CCC1(CCc2ccncc2)C(=O)NC(=O)NC1=O
assay / compound,1,2,3,4,5,6,7,8
HTR5A inv ag,2,-22,-5,-10,-3,-1,16,-19
V-ATPase pH,6,0,0,1,0,3,0,-3
LANA DNA inh,-0.9,0.3,2.1,0.0,-0.1,-0.9,2.3,0.0
OPRM1-OPRD1 inv,18,-13,16,-5,-20,0,-1,15
Cardiac RTF inh,5,16,-12,-31,14,-3,-13,-3
Keap1 Nrf2 FP,0,-3,-2,1,-4,1,3,-3
HTR5A ag,-1,-1,2,-3,1,0,-4,-1
OPRM1-OPRD1 ag,-3.3,2.1,-3.1,0.8,3.8,-0.1,0.3,-2.5
RTF Ca sens act,2,-2,-1,-1,3,2,-3,8
CAL-PDZ inh HTS,-3,-1,-3,-2,-1,-1,-1,6

9) Cn1c(O)c(C=NCCN2CCOCC2)c(=O)n(C)c1=S
10) COc1cccc(OC)c1C(=O)NC(=S)N1C[C@H]2C[C@H](C1)c1cccc(=O)n1C2
11) CCN(CC)CCOC(=O)c1cc2cc(COC)ccc2o1
12) COC(=O)C1=C(c2cccc(OCc3ccccc3)c2)C[C@@H]2CC[C@H]1N2C(=O)NCc1ccc(OC)c(OC)c1
13) O=[N+]([O-])c1ccc(C2C3C(c4ccccc4)=NC4(CCCCC4)N32)cc1 (stereo not given)
14) C[C@]12CCC3C(CC[C@H]4C[C@H](O)CC[C@]34C)C1C[C@@H](O)[C@@H]2O (stereo not given in full)
15) CCCCCCN=C(C)c1c(O)n(CCCC)c(=O)[nH]c1=O
16) COc1ccc(OC)c(N2C(=O)NC(=O)/C(=C/c3ccc([N+](=O)[O-])s3)C2=O)c1
assay / compound,9,10,11,12,13,14,15,16
HTR5A inv ag,-19,-16,-7,-11,-3,16,-28,-2
V-ATPase pH,2,-2,-1,5,0,3,-1,125*
LANA DNA inh,0.5,1.0,0.2,-0.7,-1.7,1.2,-2.8,39
OPRM1-OPRD1 inv,10,18,12,6,-5,18,-1,-32
Cardiac RTF inh,-10,5,-3,-4,-5,9,-7,9
Keap1 Nrf2 FP,-3,-3,0,-3,-4,3,-6,-2
HTR5A ag,-5,-3,3,-3,-1,-4,10,1
OPRM1-OPRD1 ag,-2.0,-3.2,-2.6,-1.1,0.9,-3.5,0.2,6.3
RTF Ca sens act,5,1,-1,11,-3,-7,0,-5
CAL-PDZ inh HTS,-5,-2,-2,-1,0,/,-1,-7

8 successive compounds out of the list so far, for reference:
8) CC(C)CCC1(CCc2ccncc2)C(=O)NC(=O)NC1=O
9) Cn1c(O)c(C=NCCN2CCOCC2)c(=O)n(C)c1=S
10) COc1cccc(OC)c1C(=O)NC(=S)N1C[C@H]2C[C@H](C1)c1cccc(=O)n1C2
11) CCN(CC)CCOC(=O)c1cc2cc(COC)ccc2o1
12) COC(=O)C1=C(c2cccc(OCc3ccccc3)c2)C[C@@H]2CC[C@H]1N2C(=O)NCc1ccc(OC)c(OC)c1
13) O=[N+]([O-])c1ccc(C2C3C(c4ccccc4)=NC4(CCCCC4)N32)cc1 (stereo not given)
14) C[C@]12CCC3C(CC[C@H]4C[C@H](O)CC[C@]34C)C1C[C@@H](O)[C@@H]2O (stereo not given in full)
15) CCCCCCN=C(C)c1c(O)n(CCCC)c(=O)[nH]c1=O
assay / compound,8,9,10,11,12,13,14,15
HTR5A inv ag,-19,-19,-16,-7,-11,-3,16,-28
V-ATPase pH,-3,2,-2,-1,5,0,3,-1
LANA DNA inh,0.0,0.5,1.0,0.2,-0.7,-1.7,1.2,-2.8
OPRM1-OPRD1 inv,15,10,18,12,6,-5,18,-1
Cardiac RTF inh,-3,-10,5,-3,-4,-5,9,-7
Keap1 Nrf2 FP,-3,-3,-3,0,-3,-4,3,-6
HTR5A ag,-1,-5,-3,3,-3,-1,-4,10
OPRM1-OPRD1 ag,-2.5,-2.0,-3.2,-2.6,-1.1,0.9,-3.5,0.2
RTF Ca sens act,8,5,1,-1,11,-3,-7,0
CAL-PDZ inh HTS,6,-5,-2,-2,-1,0,/,-1

Further records follow.
17) O=C(c1ccc2c(c1)N(Cc1ccccc1)CCS2)N1CCC2(CC1)OCCO2
18) COC(=O)c1c(C)n(Cc2ccco2)c2ccc(O)cc12
19) C=CCN(c1ccc(C(=O)N(CC)CC)cc1)S(C)(=O)=O
20) CCN(CC)CCCN=Cc1c(O)n(CCc2ccc(OC)c(OC)c2)c(=O)[nH]c1=O
21) N#Cc1ccccc1NC(=O)CN1CC=C(c2ccccc2)CC1
22) CCC(=NCCO)c1c(O)n(-c2ccc(Cl)cc2)c(=O)[nH]c1=O
23) CCOP(=O)(OCC)C(NC(=O)c1cccc2ccccc12)C(Cl)(Cl)Cl (stereo not given)
24) Nc1ccc(S(=O)(=O)N2CC3CC(C2)c2cccc(=O)n2C3)cc1 (stereo not given)
assay / compound,17,18,19,20,21,22,23,24
HTR5A inv ag,7,-10,5,13,4,-26,-7,-3
V-ATPase pH,-5,5,-3,-4,2,-3,0,1
LANA DNA inh,-0.8,1.2,0.7,-1.0,0.9,0.5,-0.2,-0.1
OPRM1-OPRD1 inv,9,8,4,-1,19,16,2,8
Cardiac RTF inh,8,-9,-2,-6,-2,2,9,-1
Keap1 Nrf2 FP,4,-3,-4,-4,-2,4,-2,-7
HTR5A ag,-2,1,-2,-5,-2,10,0,1
OPRM1-OPRD1 ag,-1.6,-1.4,-0.7,0.2,-4.0,-3.2,-0.4,-1.6
RTF Ca sens act,-6,4,5,0,-3,-5,10,10
CAL-PDZ inh HTS,-3,3,-2,-5,-4,-2,-4,0

25) Cc1ccc(N2C(=O)NC(=O)/C(=C/c3ccc(OC(=O)c4cccs4)cc3)C2=O)cc1
26) O=C(CN1C(=O)CN=C(c2ccccc2)c2ccccc21)NCc1ccco1
27) N#CC(C#N)=Cc1ccc(C=C(C#N)C#N)cc1
28) CCC1(CC)C(=O)NC(=O)N(c2ccccc2)C1=O
29) Fc1ccc(Cn2nnnc2C(c2ccc(F)cc2)N2CC=C(c3ccc(F)cc3)CC2)cc1 (stereo not given)
30) COc1ccc(F)cc1C(=O)C1CCCN(Cc2ccc(O)cc2)C1 (stereo not given)
31) N=Cc1c(O)n(-c2cccc(Cl)c2)c(=O)[nH]c1=O
32) O=c1[nH]c(=O)n(CC2CCCO2)c(O)c1/C=C1\C=Nc2ccccc21 (stereo not given)
assay / compound,25,26,27,28,29,30,31,32
HTR5A inv ag,14,7,8,24,4,-52,-3,-2&16
V-ATPase pH,1,6,4,-4,-2,2,2,6&1
LANA DNA inh,-0.4,-0.3,0.0,-0.5,-3.5,-0.5,-1.0,0.1&-0.7
OPRM1-OPRD1 inv,4,19,5,-1,-1,-12,0,2&3
Cardiac RTF inh,-7,-8,-15,0,7,3,-1,-5&5
Keap1 Nrf2 FP,-1,-5,-13,-8,7,-3,-4,-5&-7
HTR5A ag,-6,-5,-2,-2,6,9,-1,-2&2
OPRM1-OPRD1 ag,-0.8,-3.1,-0.9,0.3,0.1,2.3,0.1,-0.4&-0.5
RTF Ca sens act,8,0,17,13,-11,0,-2,4&9
CAL-PDZ inh HTS,/,-3,-5,1,-3,/,-2,2&-1

33) O=C1CCCN1CC#CCN1CCCC1
34) CC1(C)CSC(Nc2ccc(F)c(Cl)c2)=N1
35) Cc1cccc(CCNCc2cc3cc(C)cc(C)c3[nH]c2=O)c1
36) CC12C=CC(=O)CC1CCC1C2CCC2(C)C(O)C(O)CC12 (stereo not given)
37) Cc1cc(C)c(Cn2c(C(=O)O)c(C=O)c3ccccc32)c(C)c1
38) COC(=O)C1=C(c2ccccc2)C[C@@H]2CC[C@H]1N2C(=O)NCCO
39) CCC(CC)N1CCN(Cc2nc3ccccc3c(=O)n2-c2ccc(F)cc2)CC1
40) CCc1ccc(-n2c(O)c(C(C)=O)c(=O)[nH]c2=O)cc1 (tested in a mixture with another compound)
assay / compound,33,34,35,36,37,38,39,40
HTR5A inv ag,-2,3,-13,5,14,-15,3,0
V-ATPase pH,1,5,-2,1,-2,-4,-1,0
LANA DNA inh,1.2,-0.2,1.1,-1.3,-8.1,0.5,2.8,1.3
OPRM1-OPRD1 inv,6,-2,14,4,12,12,6,15
Cardiac RTF inh,-6,-2,0,-6,-62,-7,-2,-2
Keap1 Nrf2 FP,-4,-6,-8,6,-69,-6,-2,-5
HTR5A ag,1,-1,4,-1,-6,6,-1,1
OPRM1-OPRD1 ag,-1.2,0.3,-3.0,-0.8,-2.3,-2.0,-1.2,-2.8
RTF Ca sens act,4,4,-3,11,64*,-2,-3,7
CAL-PDZ inh HTS,2,-2,-4,-2,-6,-3,-1,-3

41) CCc1ccc(NC(=O)CN2CC(c3ccccc3)CC2=O)cc1 (stereo not given)
42) FC(F)=C(F)CCSc1ncn[nH]1
43) C[C@H]1CCC/C=C/[C@@H]2C[C@H](O)C[C@H]2[C@@H](O)/C=C/C(=O)O1
44) CNC(=O)O/N=C/c1nn(C(=O)C(C)(C)C)cc1Br
45) c1cncc(CNC2CCCCC2)c1
assay / compound,41,42,43,44,45
HTR5A inv ag,9,-4,5,-23,0
V-ATPase pH,4,-2,3,0,-2
LANA DNA inh,1.0,-0.8,-1.1,0.5,0.8
OPRM1-OPRD1 inv,15,0,42*,15,-6
Cardiac RTF inh,-10,-2,-8,-7,-8
Keap1 Nrf2 FP,0,-6,-5,-5,-1
HTR5A ag,-1,2,-1,1,0
OPRM1-OPRD1 ag,-3.0,0.1,-9.5,-3.1,1.3
RTF Ca sens act,-5,3,3,7,-3
CAL-PDZ inh HTS,2,-1,-2,16,1
